Source: PubChem BioAssay (National Center for Advancing Translational Sciences (NCATS))
15-hLO-2 inh = qHTS Assay for Inhibitors of 15-hLO-2 (15-human lipoxygenase 2); Polyunsaturated fatty acid lipoxygenase ALOX15B (Homo sapiens), O15296; purified 15hLO-2, xylenol orange hydroperoxide absorbance; Potency, µM (doses to about 57.1 µM), inactives show at the highest dose activity change, negative = inhibition, actives largely listed as inhibitors; 0.56% of 110,000 active; AID 881, 2007; also: potency is read from the fitted curve at half-maximal effect; nearly all actives have a fitted effect of over 60% in size; many of its hits are not listed in these tables
Target sequence (O15296 whole entry, looked up): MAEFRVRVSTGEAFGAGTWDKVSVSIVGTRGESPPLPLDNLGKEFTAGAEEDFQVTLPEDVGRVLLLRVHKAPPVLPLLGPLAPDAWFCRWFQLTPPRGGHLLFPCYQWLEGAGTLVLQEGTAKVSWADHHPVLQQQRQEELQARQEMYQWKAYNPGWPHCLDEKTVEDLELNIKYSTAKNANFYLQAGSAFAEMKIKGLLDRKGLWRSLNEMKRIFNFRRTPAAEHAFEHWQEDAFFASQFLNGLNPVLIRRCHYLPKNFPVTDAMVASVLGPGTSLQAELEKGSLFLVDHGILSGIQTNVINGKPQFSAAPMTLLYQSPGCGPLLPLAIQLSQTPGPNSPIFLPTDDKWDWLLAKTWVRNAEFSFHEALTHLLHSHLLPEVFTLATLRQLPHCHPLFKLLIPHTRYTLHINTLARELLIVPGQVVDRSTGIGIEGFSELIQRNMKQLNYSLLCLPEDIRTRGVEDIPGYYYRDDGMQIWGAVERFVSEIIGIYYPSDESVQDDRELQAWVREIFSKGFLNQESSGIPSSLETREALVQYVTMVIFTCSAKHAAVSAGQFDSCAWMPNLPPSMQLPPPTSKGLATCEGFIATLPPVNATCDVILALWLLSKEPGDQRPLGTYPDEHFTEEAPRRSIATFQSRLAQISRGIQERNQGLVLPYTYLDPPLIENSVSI
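Screening format was qHTS against 50 nM purified 15hLO-2 in Hepes pH 7.5 with detergent. Activity follows hydroperoxide formation from 45 uM arachidonic acid, measured as 573:405 nm absorbance ratio of the ferric-xylenol orange complex.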
ALOX12 inhib = qHTS Assay for Inhibitors of 12-hLO (12-human lipoxygenase) | Polyunsaturated fatty acid lipoxygenase ALOX12 (Homo sapiens), P18054 | purified 12-hLO, xylenol orange hydroperoxide absorbance | Potency, µM (highest dose often 57.1 µM), inactives show top-dose activity change, negative = inhibition, hits mostly inhibitors | 0.12% of 150,000 active | AID 1452, 2008; also: potency is read from the fitted curve at half-maximal effect; nearly all actives have a fitted effect of over 55% in size; many of its hits are not listed in these tables
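Lipoxygenase turnover measured by absorbance at 573 and 405 nm after Fe-XO development. Human 12hLO 150 nM, arachidonate 40 uM, pH 7.0 Hepes buffer with detergent; 15 min compound preincubation, 30 min reaction.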
IMPase cell inh = qHTS Assay for Identifying the Cell-Membrane Permeable IMPase Inhibitors; Inositol monophosphatase 1 (Rattus norvegicus), P97697; CHO-M1 cells, IP1 accumulation, HTRF TR-FRET ratio; inhibition (IP1 accumulation), % at 46.1 µM; 120,000 tested, under 10 active; AID 901, 2007; active = well fitted curve in the direction sought with a large enough effect in the signal ratio, not every such curve was filed as active; inconclusive = small, poorly fitted or top-dose-only effect, or a change in a side signal; inactive = no such curve, though single readings can be large or run the other way; the % refers to the signal ratio;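 also: cells stimulated with carbachol in lithium chloride buffer; plate controls were DMSO basal wells for no effect and reference inhibitor wells for full effect; higher means more IMPase inhibition seen as more IP1 and lower FRET ratio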
Target sequence (P97697 whole entry, looked up): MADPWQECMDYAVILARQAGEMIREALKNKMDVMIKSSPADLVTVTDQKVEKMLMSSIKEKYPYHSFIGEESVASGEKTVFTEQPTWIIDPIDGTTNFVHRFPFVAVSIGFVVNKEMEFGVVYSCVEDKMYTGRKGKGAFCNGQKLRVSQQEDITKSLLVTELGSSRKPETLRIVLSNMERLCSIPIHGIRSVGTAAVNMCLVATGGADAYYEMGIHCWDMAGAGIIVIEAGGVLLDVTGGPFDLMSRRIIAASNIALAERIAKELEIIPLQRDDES
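Elevated IP1 in lysates lowers TR-FRET signal (665/620 ratio and 620 channel reported). Cells were CHO-M1, given carbachol (50 uM as added) plus 50mM LiCl, pH 7.4, 30 min, 37C; compounds titrated up to 46 uM; AC50 by Hill equation.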
PNC inhibitor = High Content Assay for Compounds that inhibit the Assembly of the Perinucleolar Compartment; 3.1% of 140,000 active; AID 2417, 2010; PC3M PTB-GFP, PNC prevalence imaging, 16 h; active compounds read low; activity change (PNC), negative = inhibition, % at 10 µM;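 active = readout at or below -70, meaning at least 70% loss of cells showing the perinucleolar compartment, a nuclear body marking cancer cells; inconclusive = readout between -30 and a set limit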;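 also: plate controls were DMSO wells for no effect and camptothecin positive control wells for full effect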
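Read-out is percentage of cells bearing a perinucleolar compartment, from automated 20x imaging of fixed, Hoechst-stained PC3M PTB-GFP cells. Cells were seeded 4 h, then exposed 16 h to compound (23 nl of library stock) in duplicate plates.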
* marks the source's active call; other numbers are inactive results; ? = inconclusive; nt = not tested or not shown; [ ] = remark or other dose. Unless noted, calls follow the shape of the dose curve; as a rule, active = well fitted curve in the direction sought with a large enough effect; inconclusive = small, poorly fitted or top-dose-only effect, or another doubt; inactive = no such curve, though single readings can be large; an effect the other way counts as inactive or inconclusive. Unless noted, % is scaled to controls: 0 for no effect and ±100 for the full control effect. Some of the compounds tested (hit frequency here may not be typical).

mol | IMPase cell inh | 15-hLO-2 inh | PNC inhibitor | ALOX12 inhib
O=c1[nH]c(NCc2ccco2)nnc1Cc1ccccc1Cl | -12.9 | 0.3% | ? | -5.7%
COc1ccc(C(=O)c2ccc(Br)cc2)cc1 | -9.2 | -14.8% | 10.2 | -11.1%
COc1ccc(NC(=O)c2cc(S(=O)(=O)N3CCS(=O)(=O)CC3)ccc2Cl)cc1 | 5.2 | -13.8% | -9.4 | 4.1%
COC(=O)CN(c1nc(C)c(Br)c(OC)n1)S(=O)(=O)c1ccc(C)cc1 | 5.3 | -3.7% | -13.2 | -3.7%
Cn1c(=O)c2c(nc(CN3CCN(C(=O)c4ccco4)CC3)n2CCc2ccccc2)n(C)c1=O | 8.9 | -6.2% | ? | -1.4%
CN(C(=O)c1cccc(COc2ccc(Cl)cc2Cl)c1)c1ccccc1 | nt | nt | 26.9 | -2.4%
Cc1ccc(C(=O)OCc2nc(N)nc(Nc3ccccc3C)n2)cc1 | nt | nt | -25.0 | -1.1%
COC(=O)c1ccccc1NC(=O)c1sc(=S)n(C)c1N | -9.0 | ? | ? | -10.3%
CCc1cccc(CC)c1NC(=O)COC(=O)c1cccc(S(=O)(=O)N2CCc3ccccc3C2)c1 | nt | nt | -89.6* | -4.6%
COc1ccc(/C=N/NC(=O)Cn2cnc3ccccc3c2=O)cc1 | nt | nt | -25.1 | -1.0%
CC(=O)Nc1ccc2c(c1)c1ccccc1n2C(C)=O | nt | nt | 10.8 | -1.6%
O=C(NCc1ccccn1)Nc1ccc2c(c1)OCO2 | 2.3 | 3.9% | 21.8 | 12.3%
COc1ccc(CNS(=O)(=O)c2ccc(S(=O)(=O)N3CCCCC3)cc2)cc1 | -6.7 | -12.4% | ? | 2.9%
Cc1ccc(Nc2nc(CSc3nnc(-c4ccncc4)n3C)cs2)cc1 | -0.8 | nt | 74.7 | 2.9%
O=C1OC(Nc2cc(Br)cc3cccnc23)c2ccccc21 (centres undefined) | nt | nt | 40.6 | -0.5%
Cc1cc2ccccn2c1C(=O)c1ccncc1 | 4.6 | -6.4% | 48.2 | -5.9%
Cc1ccc(C(c2sc3nc(C)nn3c2O)N2CCN(c3ccccc3)CC2)cc1 (centres undefined) | -8.8 | -1.1% | ? | -2.9%
CC(NC(=O)Cc1ccccc1)c1ccc(F)cc1 (centres undefined) | 0.1 | nt | -17.9 | -1.4%
CC1CC2=C(CC1/C=N/NC(N)=S)C(C)(C)CCC2 (centres undefined) | 2.1 | ? | 4.2 | ?
O=C(c1ccc(Cl)cc1)[C@@H]1[C@@H]2C(=O)N(c3ccc(Cl)cc3)C(=O)[C@@H]2C2c3ccccc3C=NN21 (some centres undefined) | nt | nt | -24.3 | -3.5%

Structures shown so far with sulfur:
mol | IMPase cell inh | 15-hLO-2 inh | PNC inhibitor | ALOX12 inhib
COc1ccc(NC(=O)c2cc(S(=O)(=O)N3CCS(=O)(=O)CC3)ccc2Cl)cc1 | 5.2 | -13.8% | -9.4 | 4.1%
COC(=O)CN(c1nc(C)c(Br)c(OC)n1)S(=O)(=O)c1ccc(C)cc1 | 5.3 | -3.7% | -13.2 | -3.7%
COC(=O)c1ccccc1NC(=O)c1sc(=S)n(C)c1N | -9.0 | ? | ? | -10.3%
CCc1cccc(CC)c1NC(=O)COC(=O)c1cccc(S(=O)(=O)N2CCc3ccccc3C2)c1 | nt | nt | -89.6* | -4.6%
COc1ccc(CNS(=O)(=O)c2ccc(S(=O)(=O)N3CCCCC3)cc2)cc1 | -6.7 | -12.4% | ? | 2.9%
Cc1ccc(Nc2nc(CSc3nnc(-c4ccncc4)n3C)cs2)cc1 | -0.8 | nt | 74.7 | 2.9%
Cc1ccc(C(c2sc3nc(C)nn3c2O)N2CCN(c3ccccc3)CC2)cc1 (centres undefined) | -8.8 | -1.1% | ? | -2.9%
CC1CC2=C(CC1/C=N/NC(N)=S)C(C)(C)CCC2 (centres undefined) | 2.1 | ? | 4.2 | ?

Additional records
mol | IMPase cell inh | 15-hLO-2 inh | PNC inhibitor | ALOX12 inhib
Cc1ccccc1N1OC2C(=O)N(c3ccc(F)cc3)C(=O)C2C1c1ccccn1 (centres undefined) | -1.8 | -1.2%[2.29 µM] | -21.8 | 1.6%
O=C(COc1ccccc1Cl)NC(=S)N1CCc2ccccc21 | 3.5 | -27.9% | ? | -9.7%
O=C(Nc1ccc(Cl)c(Cl)c1)N1CCSCC1 | -3.3 | nt | -15.6 | -0.4%
CCc1nnc(SCC(=O)NC2CCCCC2)nc1CC | 2.3 | 1.8%[2.29 µM] | 6.1 | 0.2%
N#Cc1c(-c2ccccc2)cc(C2CC2)nc1SCC(=O)O | 0.7 | nt | -1.7 | 1.7%
Cc1ccc(N(CC(=O)NC2CCCC2)C(=O)CCCC(=O)Nc2ccccn2)cc1C | -2.8 | -2.5% | -23.5 | -0.7%
CCOc1cc(C2C(C(=O)OCC(C)C)=C(C)N=C3SCCC(=O)N32)ccc1OC(C)=O (centres undefined) | 6.7 | -5.7% | 11.5 | -9.6%
CCOc1ccc(CCNC(=O)c2nnc(Cc3ccc(F)cc3)o2)cc1OCC | nt | nt | 80.7 | -1.9%
CCN(CC)C1=N/C(=C\c2ccco2)C(=O)N1c1ccccc1 | nt | nt | 28.2 | -3.0%
Cc1c(Cl)c(-c2n[nH]c(=S)n2-c2ccc(F)cc2)nn1C | ? | -9.0% | 10.2 | -1.6%
CCOC(=O)c1[nH]c2ccccc2c1NC(=O)CCN1CCN(C(=O)OCC)CC1 | -10.3 | -9.1% | 37.1 | 1.1%
COc1cc2nc(SCC(=O)c3ccc(Br)cc3)n3nc(C)nc3c2cc1OC | nt | nt | 172.5 | -0.9%
Cc1ccc(C)c(N2CCN(C(=O)CN(C)S(=O)(=O)c3cnc[nH]3)CC2)c1 | ? | -8.8% | 2.3 | -5.2%
COC(=O)Nc1nnc(CCc2ccccc2)s1 | 1.4 | 0.0% | -13.2 | 6.9%
CCOC(=O)c1ccccc1Cc1nc2ccccc2c(=O)[nH]1 | 28.9 | nt | -17.8 | -1.8%
Cc1ccc(C2CC(=O)N(c3ccc(F)cc3)C3=C2C(=O)CCC3)cc1 (centres undefined) | 3.7 | -8.6% | -15.6 | -15.2%
CCn1c(NC(=O)c2ccc(C)cc2)c2ccccc2nc1=O | -1.0 | -1.3% | -90.4* | 6.2%
COC(=O)c1ccc(NC(=O)CSCc2ccccc2)cc1 | -4.6 | -8.2% | 5.9 | -0.1%
CCCCCCn1c(N2CCC(C(N)=O)CC2)nc2c1c(=O)n(C)c(=O)n2C | 2.2 | -3.6% | ? | -2.8%
Cc1cc(C)c(C(N)=O)c(NCCc2ccccc2)n1 | 2.2 | -9.7% | ? | 2.0%
COc1ccc(S(=O)(=O)N(CC(=O)N2CCOCC2)Cc2ccccc2)cc1C | -0.2 | 1.5% | -12.5 | 1.3%
CCn1c(SCc2nc(-c3ccc(Cl)cc3)no2)nnc1-c1ccco1 | -1.6 | -0.7% | 35.0 | -5.1%
Cc1ccc(-n2c(SCC(=O)NCc3ccco3)nc3c(sc4ccccc43)c2=O)cc1 | nt | nt | -22.0 | 0.4%
O=C(CSc1nnc(COc2cccc3ccccc23)o1)N1c2ccccc2CCc2ccccc21 | -1.6 | -13.1% | 6.9 | -7.6%
COc1ccc(CNCC(O)(c2ccccc2)c2ccc(Cl)cc2)cc1 (centres undefined) | 8.9 | 23.1% | ? | -7.4%
COc1ccc(-c2oc3cc(OC)c(OC(C)=O)c(OC)c3c(=O)c2OC)cc1OC(C)=O | -1.0 | 11.4% | nt | -4.4%
COc1ccc(C2CC(c3cccc(Cl)c3)n3nc(N)nc3N2)cc1 (centres undefined) | -8.6 | 14.8% | -7.8 | -2.7%
Cc1nn(CC(=O)Nc2ccc3c(c2)nc(CN2CCCC2)n3C)c(=O)c2ccccc12 | -3.5 | 10.2% | -100.0* | -5.3%
CCCc1cc(C(=O)N(C2CCCCC2)C2CCCCC2)no1 | 9.0 | 9.2% | 34.0 | 7.4%
O=C(CSC1CC(=O)N(CC(c2ccccc2)c2ccccc2)C1=O)Nc1ccc(Cl)cc1 (centres undefined) | 8.0 | -13.6% | 35.5 | -7.6%
CN=C(NC#N)NCCSCc1csc(N=C(N)N)n1 | -2.5 | 19.3% | nt | -2.0%
O=C(NCCc1ccc(Cl)cc1)c1cccnc1 | 3.3 | -5.6% | -23.7 | -1.4%
O=c1cnc2cnc(N3CCNCC3)nc2n1Cc1cccs1 | nt | 11.8% | nt | 3.8%
O=C(NCc1ccco1)c1cccs1 | 7.0 | 6.1% | -3.4 | -12.4%
O=C(CSCc1ccc(Br)cc1)Nc1ccc(S(=O)(=O)N2CCCCCC2)cc1 | 3.6 | -18.8% | 12.6 | 0.2%
Cc1cc(NC(=O)c2cc(CC(C)C)on2)n(-c2ccccc2)n1 | -13.9 | nt | ? | -3.1%
COc1ccc(CC(=O)Nc2cccc(-c3nnc(-c4ccc(C)cc4)o3)c2)cc1OC | 19.4 | nt | -7.5 | -9.1%
CCOC(=O)c1c(C)[nH]c(C(=O)CN2CCOCC2)c1C | -1.1 | -1.5% | 26.9 | -0.7%
FC(F)(F)C(Oc1nc(NC2CCCCC2)nc(N2CCOCC2)n1)C(F)(F)F | 11.3 | 31.9%[activator] | -5.7 | -16.6%
CC(C)(C)C(=O)Nc1nnc(SCC(=O)Nc2ccc3c(c2)OCO3)s1 | 3.5 | nt | ? | 0.3%
O=C1C2C3C=CC(C3)C2C(=O)N1Cc1ccccc1 (centres undefined) | 6.2 | -9.1% | ? | 1.2%
O=c1cnc2cnc(Oc3cccc(Cl)c3)nc2n1C1CC1 | nt | -4.7% | nt | 0.0%
CCOC(=O)c1[nH]c2ccc(C)cc2c1N=C(C)N(C)C | 13.7 | 2.7% | -2.7 | 11.8%
N#Cc1c(N)n(CCNC(=O)c2ccccc2)c2nc3ccccc3nc12 | nt | nt | 2.5 | -6.9%
COc1ccc(NC(=O)CSc2nc(N)c(C(=O)Nc3ccc(N(C)C)cc3)s2)cc1 | 8.6 | ? | -22.7 | -1.3%
C=CCSc1nc(N)c(C#N)c(-c2ccc(C)cc2)c1C#N | 7.4 | -5.1% | -22.1 | -3.6%
COc1cc(OC)cc(C(=O)NCC(=O)OCC(=O)C(C)(C)C)c1 | nt | nt | 29.2 | -1.7%
Cc1nn(Cc2ccccc2)c(C)c1/C=N/NC(=O)CNc1cccc(C(F)(F)F)c1 | 5.2 | nt | 14.1 | -0.2%
FC(F)(F)c1ccc(C2[C@H]3CN(Cc4ccc(-c5ccccc5)cc4)[C@H](c4ccccc4)C34CC2(c2ccccc2)C4)cc1 (some centres undefined) | nt | 5.1% | nt | -5.4%
O=C(CN(c1ccccc1)S(=O)(=O)c1ccc(F)cc1)N1CCCCCC1 | 29.5 | -1.5% | -23.1 | -5.6%
Cn1c(Oc2ccccc2NCc2cc(Br)ccc2O)cc(=O)n(C)c1=O | -2.6 | -7.4% | ? | 4.9%
COc1cccc(C(c2c(C)[nH]n(-c3ccccc3)c2=O)c2c(C)[nH]n(-c3ccccc3)c2=O)c1O | 7.3 | -9.8% | -26.3 | -6.0%
O=C(Nc1cccc2c1CCCC2)c1ccco1 | 9.2 | 4.0% | ? | -3.1%
Cc1cc(C)c(S(=O)(=O)N2CCN=C2c2ccccc2)cc1C | 0.2 | 0.1% | 36.4 | 6.9%

An excerpt of these results, with two lines to a compound:
Under each structure – IMPase cell inh	15-hLO-2 inh	PNC inhibitor	ALOX12 inhib
C=CCSc1nc(N)c(C#N)c(-c2ccc(C)cc2)c1C#N
 : 7.4	-5.1%	-22.1	-3.6%
COc1cc(OC)cc(C(=O)NCC(=O)OCC(=O)C(C)(C)C)c1
 : nt	nt	29.2	-1.7%
